core dimer inh: blocks dimerization of HCV core protein; TR-FRET GST/Flag-core106 dimerization, 1536-well; inhibition, % at 5 µM; 300,000 compounds, 0.33% hits; AID 1899;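 active means inhibition above the mean of all tested compounds plus 3 SD, set per screening campaign, cut at about 45% in these data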
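Assay system: tagged HCV core106 pair (GST and Flag); medium: KF-containing HEPES buffer, pH 7.45, DTT, CHAPS, BSA; also added: Eu donor and XL665 acceptor anti-tag antibodies; dosing: 5 µM single dose; timing: compound-protein-antibody incubation 4 h at 22.5 °C; signal: TR-FRET 671 and 617 nm emission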
PP1 counter: PP1-alpha (human) inhibition in PP5 counter-screen. purified PP1alpha, OMFP fluorescence. inhibition, % at 6.7 µM. AID 2235. P62136. 320,000 compounds, 0.9% hits;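 active means inhibition above the mean inhibition of all tested compounds plus 3 SD, computed separately for each screening campaign, cut at about 15% in these data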
Target sequence (P62136 whole entry, looked up): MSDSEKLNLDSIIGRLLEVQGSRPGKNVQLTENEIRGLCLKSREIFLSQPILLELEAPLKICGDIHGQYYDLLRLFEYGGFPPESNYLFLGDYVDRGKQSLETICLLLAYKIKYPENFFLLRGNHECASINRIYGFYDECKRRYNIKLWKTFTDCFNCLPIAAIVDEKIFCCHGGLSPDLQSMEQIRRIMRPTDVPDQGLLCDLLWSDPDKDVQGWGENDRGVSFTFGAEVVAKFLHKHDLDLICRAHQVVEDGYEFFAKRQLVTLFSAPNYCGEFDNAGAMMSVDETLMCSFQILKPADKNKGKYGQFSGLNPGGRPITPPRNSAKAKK
CTSL1 counter: cathepsin L1 inhibition, PFM18AAP counter-screen; recombinant F. hepatica cathepsin L1, Z-Leu-Arg-MCA fluorescence; inhibition, % at 5.96 µM; 300,000 compounds, 0.49% hits;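 active means inhibition above the mean of all tested compounds plus 3 SD, set per screening campaign, cut at about 17% in these data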;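 further: 0% = plate median of test compound wells and 100% = 1 µM Z-Phe-Ala-diazomethylketone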
ZTA DNA inh: blocks Epstein-Barr virus ZTA, an EBNA-1 counter-screen | inhibition, % at 11 µM | AID 2234 | P03206 | ZTA-DNA binding, fluorescence polarization | 320,000 compounds, 0.15% hits; in the data active means inhibition above about 33%
Target sequence (P03206 whole entry, looked up): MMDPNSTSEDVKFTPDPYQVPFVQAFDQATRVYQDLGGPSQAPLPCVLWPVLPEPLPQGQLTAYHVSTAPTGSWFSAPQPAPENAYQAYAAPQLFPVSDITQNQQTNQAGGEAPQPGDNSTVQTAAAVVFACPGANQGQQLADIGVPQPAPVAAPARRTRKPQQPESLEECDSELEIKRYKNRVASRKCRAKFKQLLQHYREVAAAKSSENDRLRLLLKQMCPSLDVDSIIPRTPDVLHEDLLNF
PP5 inh: PP5 (human) phosphatase inhibition | purified PP5c, OMFP substrate fluorescence | inhibition, % at 6.7 µM | 320,000 compounds, 0.18% hits | AID 1987;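 active means inhibition above the campaign's mean inhibition across all tested compounds plus 3 SD, cut at about 9.5% in these data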;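 further: 0% = DMSO only and 100% = 100 µM cantharidin control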
Target sequence (P53041 whole entry, looked up): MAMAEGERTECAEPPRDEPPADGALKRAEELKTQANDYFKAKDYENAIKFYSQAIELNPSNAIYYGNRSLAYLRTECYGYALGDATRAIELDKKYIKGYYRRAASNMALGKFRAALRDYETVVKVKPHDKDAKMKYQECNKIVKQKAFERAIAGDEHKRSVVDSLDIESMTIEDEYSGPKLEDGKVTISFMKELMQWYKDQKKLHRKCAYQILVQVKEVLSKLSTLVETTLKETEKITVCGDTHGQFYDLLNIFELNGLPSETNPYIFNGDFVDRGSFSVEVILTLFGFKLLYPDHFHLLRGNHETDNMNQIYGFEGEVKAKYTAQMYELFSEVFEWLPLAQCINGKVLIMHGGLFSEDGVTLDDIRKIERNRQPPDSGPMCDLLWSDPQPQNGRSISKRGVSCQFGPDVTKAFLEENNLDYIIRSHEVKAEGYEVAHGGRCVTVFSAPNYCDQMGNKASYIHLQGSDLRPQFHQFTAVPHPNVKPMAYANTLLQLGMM
EBNA-1 inh: blocks EBNA-1 binding to DNA; EBNA-1 DNA binding, fluorescence polarization; inhibition, % at 14.8 µM; 300,000 compounds, 0.34% hits; in the data active means inhibition above about 28%
JMJD2C inh: human JMJD2C demethylase inhibition; GST-JMJD2C(1-420) H3K9me3 demethylation, DELFIA europium; inhibition, % at 2.35 µM; 330,000 compounds, 0.069% hits; AID 2099;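 active means more than half of a compound's replicate wells show inhibition beyond 50%, single wells judged on their own value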;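 further: signal counts dimethyl H3K9 product captured on neutravidin plate; 0% = median of DMSO wells and 100% = 0.3 times that DMSO median; strong numbers were not always called active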
CR mimetic SO: lowers age-related superoxide in aged yeast cells | S. cerevisiae aged cells, superoxide DHE fluorescence; hits give low values | superoxide response (% of plate mean), % at 10 µM | 330,000 compounds, 0.18% hits | AID 2690;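 active means superoxide response under a set limit, about three screen SD below normal, cut at about 65% in these data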;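 further: yeast aged for seven days with compound at 30 °C before DHE staining; 100% = average MFI of all compound-treated wells on the plate with controls excluded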
TPT1 inh: C. albicans TPT1 enzyme inhibition | inhibition, % at 5 µM | 300,000 compounds, 0.81% hits | AID 1962 | recombinant caTPT1, FP RNA substrate dephosphorylation;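 active means inhibition above the mean of all tested compounds plus 3 SD, set per screening campaign, cut at about 24% in these data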;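 further: plate controls were DMSO alone for no effect and ferristatin control at 100 nM for full effect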
An asterisk follows results filed as active. Compounds were not picked by outcome, and some 3.1% of all compounds hit somewhere here.

The first 2 entries (preview)
Results for CCCCNC(=O)CN(c1cccc(F)c1)S(C)(=O)=O ?
core dimer inh: -3; PP1 counter: -2; CTSL1 counter: 1; ZTA DNA inh: 4; PP5 inh: -0.1; EBNA-1 inh: 12; JMJD2C inh: 3; CR mimetic SO: 90; TPT1 inh: 0

How did CSCCC(NC(=O)c1ccco1)C(=O)N1CCC(C(N)=O)CC1 (configuration not stated) do in these assays?
core dimer inh: 10; PP1 counter: -5; CTSL1 counter: 0; ZTA DNA inh: -12; PP5 inh: 1.7; EBNA-1 inh: -4; JMJD2C inh: -22; CR mimetic SO: 114; TPT1 inh: -1

Main list, repeating the preview:
Results for CCCCNC(=O)CN(c1cccc(F)c1)S(C)(=O)=O ?
core dimer inh: -3; PP1 counter: -2; CTSL1 counter: 1; ZTA DNA inh: 4; PP5 inh: -0.1; EBNA-1 inh: 12; JMJD2C inh: 3; CR mimetic SO: 90; TPT1 inh: 0

How did CSCCC(NC(=O)c1ccco1)C(=O)N1CCC(C(N)=O)CC1 (configuration not stated) do in these assays?
core dimer inh: 10; PP1 counter: -5; CTSL1 counter: 0; ZTA DNA inh: -12; PP5 inh: 1.7; EBNA-1 inh: -4; JMJD2C inh: -22; CR mimetic SO: 114; TPT1 inh: -1

Results for CC(C)Oc1ccccc1OCCCOc1cccc2cccnc12 ?
core dimer inh: 4; PP1 counter: 0; CTSL1 counter: 3; ZTA DNA inh: 11; PP5 inh: 4.8; EBNA-1 inh: 4; JMJD2C inh: 3; CR mimetic SO: 110; TPT1 inh: 6

What do the screens show for `COC(=O)c1cccc(Nc2ncnc3sccc23)c1`?
core dimer inh: 5; PP1 counter: -5; CTSL1 counter: 1; ZTA DNA inh: 4; PP5 inh: 1.6; EBNA-1 inh: 5; JMJD2C inh: -16; CR mimetic SO: 99; TPT1 inh: 2

How did CC(/C=N/n1c(-c2ccco2)n[nH]c1=S)=C\c1ccco1 do in these assays?
core dimer inh: 1; PP1 counter: -2; CTSL1 counter: 2; ZTA DNA inh: -8; PP5 inh: -0.4; EBNA-1 inh: -1; JMJD2C inh: -3; CR mimetic SO: 108; TPT1 inh: 4

Results for NNC(=O)CN1CCN(c2ncc(C(F)(F)F)cc2Cl)CC1 ?
core dimer inh: 0; PP1 counter: 2; CTSL1 counter: -1; ZTA DNA inh: 12; PP5 inh: -0.6; EBNA-1 inh: 9; JMJD2C inh: -9; CR mimetic SO: 99; TPT1 inh: -2

What do the screens show for `COc1ccc(CCNC(=O)C2(C)CCC(=O)N2Cc2ccc(F)cc2Cl)cc1OC` (configuration not stated)?
core dimer inh: 8; PP1 counter: -3; CTSL1 counter: 5; ZTA DNA inh: 5; PP5 inh: -1.5; EBNA-1 inh: 15; JMJD2C inh: -23; CR mimetic SO: 106; TPT1 inh: -2

Results for Cn1c(SCC(=O)Nc2cc([N+](=O)[O-])ccc2F)nnc1C(F)(F)F ?
core dimer inh: 6; PP1 counter: -1; CTSL1 counter: 1; ZTA DNA inh: 17; PP5 inh: -0.7; EBNA-1 inh: 11; JMJD2C inh: 29; CR mimetic SO: 105; TPT1 inh: -2

How did Cc1cc(C)cc(NC(=O)NNC(=O)c2cc3occc3[nH]2)c1 do in these assays?
core dimer inh: -11; PP1 counter: 0; CTSL1 counter: 9; ZTA DNA inh: -10; PP5 inh: -5.2; EBNA-1 inh: -6; JMJD2C inh: 3; CR mimetic SO: 71; TPT1 inh: -2

How did CCS(=O)(=O)c1ccc2oc(Nc3ccccc3Cl)nc2c1 do in these assays?
core dimer inh: 5; PP1 counter: -3; CTSL1 counter: -1; ZTA DNA inh: 1; PP5 inh: 0.5; EBNA-1 inh: -2; JMJD2C inh: 19; CR mimetic SO: 89; TPT1 inh: -2

Three compounds drawn at random from the list so far, as already listed:
How did Cc1cc(C)cc(NC(=O)NNC(=O)c2cc3occc3[nH]2)c1 do in these assays?
core dimer inh: -11; PP1 counter: 0; CTSL1 counter: 9; ZTA DNA inh: -10; PP5 inh: -5.2; EBNA-1 inh: -6; JMJD2C inh: 3; CR mimetic SO: 71; TPT1 inh: -2

What do the screens show for `COc1ccc(CCNC(=O)C2(C)CCC(=O)N2Cc2ccc(F)cc2Cl)cc1OC` (configuration not stated)?
core dimer inh: 8; PP1 counter: -3; CTSL1 counter: 5; ZTA DNA inh: 5; PP5 inh: -1.5; EBNA-1 inh: 15; JMJD2C inh: -23; CR mimetic SO: 106; TPT1 inh: -2

How did CCS(=O)(=O)c1ccc2oc(Nc3ccccc3Cl)nc2c1 do in these assays?
core dimer inh: 5; PP1 counter: -3; CTSL1 counter: -1; ZTA DNA inh: 1; PP5 inh: 0.5; EBNA-1 inh: -2; JMJD2C inh: 19; CR mimetic SO: 89; TPT1 inh: -2

Other entries.
What do the screens show for `CC(=O)Nc1ccc(N/C=C2/CCCC2=O)cc1`?
core dimer inh: -4; PP1 counter: 0; CTSL1 counter: -3; ZTA DNA inh: -11; PP5 inh: 1.3; EBNA-1 inh: 2; JMJD2C inh: -34; CR mimetic SO: 114; TPT1 inh: 1

What do the screens show for `CCCCN(C(=O)c1cc2c(s1)CCC2)c1c(N)n(CCCC)c(=O)[nH]c1=O`?
core dimer inh: 11; PP1 counter: -2; CTSL1 counter: -3; ZTA DNA inh: -11; PP5 inh: -0.8; EBNA-1 inh: -7; JMJD2C inh: -9; CR mimetic SO: 110; TPT1 inh: 0

What do the screens show for `O=[N+]([O-])c1ccc(CS(=O)(=O)N2CCN(c3ccccc3)CC2)cc1`?
core dimer inh: -4; PP1 counter: 1; CTSL1 counter: 3; ZTA DNA inh: 2; PP5 inh: 1.4; EBNA-1 inh: -6; JMJD2C inh: -1; CR mimetic SO: 109; TPT1 inh: -2

What do the screens show for `Cc1ccc2nc(SCC(=O)N3CCCCCC3)nc(=O)n2c1`?
core dimer inh: -9; PP1 counter: 0; CTSL1 counter: 1; ZTA DNA inh: -6; PP5 inh: -2.8; EBNA-1 inh: 7; JMJD2C inh: 1; CR mimetic SO: 105; TPT1 inh: -1

Results for NC(=O)C1CCN(C(=O)c2cccc(S(=O)(=O)N3CCc4ccccc4C3)c2)CC1 ?
core dimer inh: -6; PP1 counter: 2; CTSL1 counter: -3; ZTA DNA inh: -14; PP5 inh: -1.9; EBNA-1 inh: 2; JMJD2C inh: 13; CR mimetic SO: 99; TPT1 inh: 0

How did Cc1c(S(=O)(=O)Nc2ccc(Br)cc2)c(=O)n(C)c(=O)n1C do in these assays?
core dimer inh: -7; PP1 counter: -3; CTSL1 counter: -1; ZTA DNA inh: 4; PP5 inh: -0.1; EBNA-1 inh: -1; JMJD2C inh: -32; CR mimetic SO: 87; TPT1 inh: 1

Results for Cc1onc(-c2ccccc2)c1-c1ccc(S(N)(=O)=O)cc1 ?
core dimer inh: -1; PP1 counter: -6; CTSL1 counter: -6; ZTA DNA inh: -1; PP5 inh: 3.8; EBNA-1 inh: -1; JMJD2C inh: -8; CR mimetic SO: 113; TPT1 inh: -1

Results for Clc1ccc(OCCn2ccnc2)c2ccccc12 ?
core dimer inh: -5; PP1 counter: 9; CTSL1 counter: 1; ZTA DNA inh: -2; PP5 inh: 2.1; EBNA-1 inh: -9; JMJD2C inh: -10; CR mimetic SO: 90; TPT1 inh: -1

Results for S=c1nccc(-c2cc(Cl)sc2Cl)[nH]1 ?
core dimer inh: 5; PP1 counter: -2; CTSL1 counter: 0; ZTA DNA inh: 11; PP5 inh: 0.8; EBNA-1 inh: -1; JMJD2C inh: 20; CR mimetic SO: 100; TPT1 inh: -4

Results for COc1ccc(NC(=O)COC(=O)Cn2cnc3ccccc3c2=O)cc1OC ?
core dimer inh: 1; PP1 counter: 1; CTSL1 counter: -7; ZTA DNA inh: -2; PP5 inh: 0.6; EBNA-1 inh: -1; JMJD2C inh: 5; CR mimetic SO: 111; TPT1 inh: 2

Results for C=CCn1c(O)c(N=NC(=O)CNC(=O)c2ccncc2)c2ccccc21 ?
core dimer inh: -17; PP1 counter: -4; CTSL1 counter: 5; ZTA DNA inh: -9; PP5 inh: 2.7; EBNA-1 inh: -9; JMJD2C inh: -4; CR mimetic SO: 82; TPT1 inh: -2

What do the screens show for `c1csc(Cn2c(-c3cccs3)nc3ccccc32)c1`?
core dimer inh: -11; PP1 counter: 0; CTSL1 counter: 3; ZTA DNA inh: -12; PP5 inh: 2.2; EBNA-1 inh: 8; JMJD2C inh: -6; CR mimetic SO: 93; TPT1 inh: -2

Results for Cc1ccc(S(=O)(=O)Cc2ccc(C(=O)N3CCCCC3C)cc2)cc1 (configuration not stated) ?
core dimer inh: 10; PP1 counter: 2; CTSL1 counter: -1; ZTA DNA inh: -10; PP5 inh: 1.0; EBNA-1 inh: 7; JMJD2C inh: 16; CR mimetic SO: 99; TPT1 inh: 2

What do the screens show for `COc1ccc(-c2nc(NC(=O)c3[nH]c(C)c(C(C)=O)c3C)sc2C)cc1`?
core dimer inh: 8; PP1 counter: 1; CTSL1 counter: -2; ZTA DNA inh: -13; PP5 inh: 3.7; EBNA-1 inh: 6; JMJD2C inh: 51; CR mimetic SO: 110; TPT1 inh: -1

How did CCOc1ccc(NC(=O)N2CCN(Cc3ccc4c(c3)OCO4)CC2)cc1 do in these assays?
core dimer inh: 9; PP1 counter: -4; CTSL1 counter: -6; ZTA DNA inh: -13; PP5 inh: 0.6; EBNA-1 inh: -8; JMJD2C inh: 2; CR mimetic SO: 123; TPT1 inh: -4

What do the screens show for `CC(=O)N1CCN(c2ccc(Nc3ncnc4c3oc3ccccc34)cc2)CC1`?
core dimer inh: -9; PP1 counter: 2; CTSL1 counter: 1; ZTA DNA inh: -5; PP5 inh: 7.8; EBNA-1 inh: -10; JMJD2C inh: 0; CR mimetic SO: 95; TPT1 inh: 0

What do the screens show for `O=C(NCCCN1CCOCC1)c1c(O)c2cc(Br)cc(Br)c2[nH]c1=O`?
core dimer inh: 1; PP1 counter: -5; CTSL1 counter: -1; ZTA DNA inh: -3; PP5 inh: 1.2; EBNA-1 inh: -4; CR mimetic SO: 114; TPT1 inh: 3

What do the screens show for `CCOc1ccc(CCNS(=O)(=O)c2ccc3c(c2)NC(=O)CO3)cc1OCC`?
core dimer inh: -1; PP1 counter: -4; CTSL1 counter: -2; ZTA DNA inh: -9; PP5 inh: 2.6; EBNA-1 inh: 0; JMJD2C inh: 25; CR mimetic SO: 107; TPT1 inh: 2

How did O=C(NCCc1ccccc1)c1c(O)c2cccc3c2n(c1=O)CC3 do in these assays?
core dimer inh: 6; PP1 counter: -3; CTSL1 counter: -7; ZTA DNA inh: 5; PP5 inh: -2.9; EBNA-1 inh: -4; JMJD2C inh: -32; CR mimetic SO: 96; TPT1 inh: 5

Results for CC(C)(C)NC(=O)CN1C(=O)/C(=C/c2ccccc2)SC1=S ?
core dimer inh: 16; PP1 counter: -3; CTSL1 counter: 3; ZTA DNA inh: -2; PP5 inh: 1.2; EBNA-1 inh: -3; JMJD2C inh: 16; CR mimetic SO: 97; TPT1 inh: -4

Results for CCn1cc(C(=O)NCc2ccco2)c(=O)c2cc(S(=O)(=O)N3CCc4ccccc4C3)ccc21 ?
core dimer inh: 26; PP1 counter: 19*; CTSL1 counter: 7; ZTA DNA inh: -15; PP5 inh: 2.8; EBNA-1 inh: -7; JMJD2C inh: -7; CR mimetic SO: 111; TPT1 inh: -1

What do the screens show for `COc1ccccc1CNC(=O)c1ccccc1OCc1ccc(F)cc1`?
core dimer inh: 9; PP1 counter: 2; CTSL1 counter: 2; ZTA DNA inh: -7; PP5 inh: 2.8; EBNA-1 inh: -2; JMJD2C inh: -1; CR mimetic SO: 103; TPT1 inh: -3

Results for CC(C)(C)c1ccccc1NC(=S)NCc1ccccc1 ?
core dimer inh: -4; PP1 counter: 3; CTSL1 counter: 0; ZTA DNA inh: 6; PP5 inh: 4.1; EBNA-1 inh: -2; JMJD2C inh: 1; CR mimetic SO: 97; TPT1 inh: 2
